Rat MKP-3 inhibitors: inhibition of rat DUSP6 enzyme activity – biochemical, in vitro, primary screen (AID 425) | recombinant MKP-3 phosphatase activity, fluorescence; higher % means a stronger effect | inhibition, % at 20 µM; hits with a dose series show IC50 in µM | 0.17% of 110,000 active; in the data active = inhibition above about 50%;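 note: plate controls were vehicle for no effect and reference inhibitor for full effect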
Hsp70 displacement: small molecules displacing fluorescent ligand from Hsp70 – biochemical, fluorescence polarization, primary screen (AID 583) | Hsp70 fluorescence polarization probe displacement, mP; higher % means a stronger effect | displacement, % at 20 µM; hits with a dose series show IC50 in µM | 0.06% of 140,000 active; in the data active = displacement above about 50%;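 note: plate controls were vehicle for no effect and reference ligand for full effect; a part of the inactive calls stands beside numbers as strong as those of hits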
Starred values were filed as active, the others as inactive; nt = not tested or not shown; & = joins results of further samples. An excerpt, so the mix of outcomes need not match the whole.

SMILES	Rat MKP-3 inhibitors	Hsp70 displacement
COCCCNC(=O)c1c(-c2ccccc2)noc1C	-1.6%	0.6%
COc1cccc(/C=N\n2c(C)nnc2C)c1O	0.5%	-0.2%
O=C1NC(=S)N(c2ccccc2)C(=O)/C1=C\c1ccc(N2CCCC2)cc1	5.0%	0.0%
CCn1c(SCc2cc(=O)[nH]c3ccccc23)nc2c1c(=O)n(C)c(=O)n2C	-0.2%	-1.1%
COCc1nc(-c2ccc(-c3ccc(C)cc3)nc2OC)no1	-0.9%	110.9%
COc1cccc(C2c3c(oc4cc(C)c(C)cc4c3=O)C(=O)N2CCCN(C)C)c1 (configuration not stated)	-0.5%	3.4%
CCCc1cc2c(=O)c(-c3ccc4c(c3)OCCO4)coc2cc1OC(=O)c1ccco1	nt	1.5%
O=C(Nc1ccc(Cl)c(Cl)c1)C1C(c2ccccc2)C1(Cl)Cl (configuration not stated)	-0.5%	6.5%
Cn1c(SCc2cnc(-c3ccccc3)s2)nnc1C1COc2ccccc2O1 (configuration not stated)	-5.8%	-4.2%
COC(=O)c1ccc(OC(=O)c2nn(C)cc2Cl)c(OC)c1	-5.2%	1.7%
COc1ccc(OCC(=O)Nc2ccccc2CO)cc1	1.2%	2.1%
CC(C)CC(C(=O)OCC(=O)Nc1ncc(Cl)cc1Cl)N1C(=O)c2ccccc2C1=O (configuration not stated)	nt	7.3%
CCCNC(=O)c1c(NC(=O)c2ccccc2F)sc2c1CCC(C)C2 (configuration not stated)	2.2%	-2.3%
COc1ccccc1C(=O)N1CCN(Cc2ccc(Cl)cc2)CC1	2.5%	4.5%
Nc1nnc(COc2ccc(Cl)cc2Cl)s1	-0.4%	-3.6%
CCOC(=O)C1=C(O)/C(=C/c2ccc(N(C)C)cc2)SC1=Nc1ccc([N+](=O)[O-])cc1	-1.6%	-1.3%
COc1ccc(S(=O)(=O)Nc2c(C)n(C)n(-c3ccccc3)c2=O)cc1	-10.4%	-0.2%
Cc1occc1C(=O)N1CCN(c2ncccn2)CC1	-9.6%	12.4%
Cc1cccc(N(CC(=O)NCC2CCCO2)C(=O)CCC(=O)Nc2cc(C)on2)c1 (configuration not stated)	-6.3%	4.0%
CC(C)N1C[C@@]23C=C[C@@H](O2)C(C(=O)OCc2ccccc2)[C@H]3C1=O (some centres not stated)	-15.6%	4.7%
Cc1cccnc1NC(=O)Nc1ccc(F)cc1	-13.2%&4.4%	0.8%&1.9%
Cc1ccc(N2C(=O)CC(Cc3ccc(Cl)cc3)C2=O)cc1 (configuration not stated)	-3.6%	4.5%
C[N+](C)(C)CCOP(=O)([O-])OC[C@H](O)CO	-14.7%	-2.6%
CC(=O)c1cccc(NC(=O)CC2S\C(=N/N=C/C=C/c3ccccc3)NC2=O)c1 (configuration not stated)	5.6%	3.6%
COc1ccc(NC(=O)c2oc3ccccc3c2NC(=O)C2CC2)cc1	-9.0%	3.3%
SMILES	Rat MKP-3 inhibitors	Hsp70 displacement
CN(/N=C/c1c[nH]c2ccccc12)c1cnn(-c2ccc(F)c(Cl)c2)c(=O)c1Cl	nt	-20.7%
O=C(CSC(=S)N1CCOCC1)N1N=CCC1c1ccccc1 (configuration not stated)	nt	-2.3%
CCOc1cc(/C=N/n2cnnc2)ccc1OCCOc1cccc(C)c1	1.0%	4.1%
CCOc1ccc(NC(=O)c2cnccn2)cc1	nt	0.8%
Cc1cc(=O)n2[nH]c(-c3ccco3)nc2n1	nt	-1.6%
CCc1cccc(NC(=O)Cn2cc3c(n2)CCCC3)c1	2.0%	0.2%
O=C1CSC(=O)N1CCOCCN1C(=O)CSC1=O	-1.8%	6.3%
O=C(Nc1ccc2c(c1)OCCO2)c1ccccc1F	-4.0%	4.1%
CC1(C)C2CCC1(C)C(NC(=O)CCN1CCCCC1)C2 (configuration not stated)	-5.9%	0.1%
Cn1c(=O)cc(-c2ccccc2)c2cc(Cl)ccc21	0.6%	-1.6%
CC(=O)c1sc(-c2c(C)nc3sccn23)nc1C1CCCC1	-1.5%	5.3%
CCOc1ccc(OCCOCCn2ccnc2)cc1	nt	-1.4%
O=C1c2oc3ccc(Cl)cc3c(=O)c2C(c2ccco2)N1CCN1CCOCC1 (configuration not stated)	-0.3%	0.9%
CSCCC(NC(N)=O)C(=O)N(C)CC(=O)Nc1ccc(C)cc1 (configuration not stated)	-6.0%	4.8%
O=C(c1ccc(NC(=O)C2(c3ccccc3)CCOCC2)cc1)N1CCOCC1	1.0%	1.0%
CCN(CC(=O)Nc1ccc(N2CCOCC2)cc1)Cc1nc2ccccc2c(=O)[nH]1	nt	1.0%
Cc1nnc(SCC(N)=O)n1CCc1ccccc1	nt	-2.7%
CCN(CC)CCNC(=O)c1ccc(CS(=O)(=O)c2ccc(Br)cc2)o1	-8.3%	5.8%
CCOC(=O)C1CCN(c2nc3ccccc3nc2C(C#N)C(=O)OC(C)COC)CC1 (configuration not stated)	-8.5%	60.2%
O=C(COc1ccc2ccccc2c1)Nc1ccc2c(c1)OCCO2	2.2%	-2.5%
Cc1csc(NC(=O)CSc2nnc(-c3ccoc3C)n2Cc2ccco2)n1	-7.3%	5.9%
Cc1cc(=O)[nH]c(-c2ccccc2O)n1	-5.9%	0.6%
CCCC(c1nnnn1Cc1ccco1)N1CCN(C2CCCC2)CC1 (configuration not stated)	4.3%	1.7%
Cc1cccc(-n2ncc3c(NCc4ccc5c(c4)OCO5)ncnc32)c1	-10.5%	0.7%
Cc1ccc2c(c1)-c1c(ssc1=S)C(C)(C)N2C(=O)Cc1ccc(F)cc1	2.2%	2.3%
SMILES	Rat MKP-3 inhibitors	Hsp70 displacement
COc1cccc(C2=CC(c3ccc(N(C)C)cc3)n3ncnc3N2)c1 (configuration not stated)	-3.8%	-6.0%
COc1ccc(CSC2=NCCN2)cc1Br	0.5%	3.8%
Cc1ccc(CC2CC(=O)N(c3ccncc3)C2=O)cc1 (configuration not stated)	-4.7%	2.4%
Cc1ccc(S(=O)(=O)NC(C)(C)CNC(c2ccccc2)c2ccccc2)cc1	3.9%	0.0%
COCCN(C(=O)CCC(=O)Nc1ccccn1)C(C(=O)NC1CCCC1)c1ccc(OC)cc1 (configuration not stated)	-3.2%	1.3%
O=C(N/N=C(/C=C/c1ccccc1[N+](=O)[O-])c1ccccc1)c1ccc(O)cc1	0.6%	-3.4%
Cc1ccc(/C=N/N=C2/NC(=O)C(CC(=O)Nc3ccccc3C(F)(F)F)S2)o1 (configuration not stated)	1.5%	3.1%
O=C(NCCCCO)C(F)(F)C(F)(F)C(F)(F)C(=O)NCCCCO	-0.3%	-0.2%
CC1=C(C(=O)OCCOc2ccccc2)C(c2ccc(C)cc2)C2=C(CCCC2=O)N1 (configuration not stated)	1.1%	0.9%
CCN(CC)C(=O)c1cc2c(=O)n3cccc(C)c3nc2n1C	12.2%	-1.1%
CC(C)OC(=O)C(CC(=O)O)NCc1ccccc1 (configuration not stated)	-4.6%	nt
O=C(CSc1ncn(-c2ccccc2)n1)c1cccs1	-8.7%	3.1%
Cc1ccc(C2SCC(=O)N2c2ccc(Cl)c(Cl)c2)cc1 (configuration not stated)	2.2%	-0.3%
CC[n+]1ccc(C)c2cc(S(=O)C(F)(F)F)ccc21 (configuration not stated)	9.9%	1.2%
O=C(Nc1ccc([N+](=O)[O-])cc1)c1cc(Br)ccc1Cl	5.3%	5.9%
CC1(C)CC(=O)C(C(=O)CCCCC(=O)C2C(=O)CC(C)(C)CC2=O)C(=O)C1	-7.0%	-2.1%
Cc1ccc(Cn2ccc(NC(=O)CCSc3nc(-c4ccco4)cc(C(F)(F)F)n3)n2)cc1	4.7%	2.2%
COc1ccccc1C(=O)Nc1ccc2oc(-c3cccc(C)c3)nc2c1	5.5%	4.9%
Cc1ccc(CNC2=NCCCCC2)n1C	0.1%	2.8%
O=C(Nc1ccccc1)N1CCC(c2nc(-c3ccc(S(=O)(=O)N4CCOCC4)cc3)no2)CC1	-11.7%	3.8%
CC(/C=C/c1ccc(O)cc1)=N/O	nt	-4.9%
CCOC(=O)c1ccc2c(c1)nc(COc1ccc(OC)cc1)n2CC	nt	0.2%
CCC12C(=O)C(CC)(C(c3ccccc3)=C1c1ccccc1)C1C(=O)N(c3ccccc3[N+](=O)[O-])C(=O)C12 (configuration not stated)	4.6%	-0.6%
COc1ccccc1-c1nc(-c2ccc(Cl)cc2Cl)no1	0.6%	1.8%
COc1ccc2c(=O)c(Oc3ccc(C(C)(C)C)cc3)coc2c1	-4.0%	1.1%

Part of the list above in order of molecular weight, rising:
SMILES	Rat MKP-3 inhibitors	Hsp70 displacement
CC[n+]1ccc(C)c2cc(S(=O)C(F)(F)F)ccc21 (configuration not stated)	9.9%	1.2%
COc1ccccc1-c1nc(-c2ccc(Cl)cc2Cl)no1	0.6%	1.8%
CCOC(=O)c1ccc2c(c1)nc(COc1ccc(OC)cc1)n2CC	nt	0.2%

Going on with the list.
SMILES	Rat MKP-3 inhibitors	Hsp70 displacement
CCOc1ccccc1N1C(=O)CC(N(O)c2ccccc2)C1=O (configuration not stated)	5.0%	5.4%
Cc1nc2nc3c(cn2n1)C(=O)CC(c1ccccc1)C3 (configuration not stated)	-6.7%	-4.7%
COc1ccc(C=NNC(=O)Cn2nnc3ccccc32)c(OC)c1	-0.2%	1.4%
Cc1ccc(Nc2nnns2)cc1	nt	5.3%
O=c1c(-c2ccccc2)coc2c(CN3CCCC3)c(O)ccc12	-3.7%	4.4%
Cc1cccc(CN2CCC(C(N)=O)CC2)c1	nt	-0.9%
CCCOC(=O)c1c(NC(=O)CSc2nc(-c3ccco3)cc(C(F)(F)F)n2)sc(C(=O)OC)c1C	nt	-2.6%
Cc1cc(-n2ccc(=O)[nH]c2=O)nc(-c2ccccc2)n1	0.9%&3.1%	6.1%&-5.9%
COc1cccc(/C=C2/CN(C)CC3=C2OC(N)=C(C#N)C3c2cccc(OC)c2)c1 (configuration not stated)	13.1%	-2.3%
Cc1ccccc1CN1CCN(C(=O)c2cccc(F)c2)CC1	0.0%	0.0%
Fc1ccc(/C=N/N2CCOCC2)cc1	1.1%	0.3%
CN(C)C(=O)CSc1nc2ccccc2c(=O)[nH]1	4.5%	6.2%
O=C(Nc1cccnc1)C1(F)C(F)(F)C(F)(F)C(F)(F)C(F)(F)C1(F)F	-0.2%	-1.8%
C=CCNC(=O)C(C)Sc1ccc(Cl)cc1 (configuration not stated)	-4.7%	-2.6%
COc1cc(/C=N/NC(=O)COc2ccccc2[N+](=O)[O-])ccc1OCc1ccccc1	0.5%	0.4%
CC(=O)Cc1nsc(NC(=O)c2ccc(COc3ccc(C)cc3)o2)n1	-3.0%	0.2%
Cc1cc(OCC(=O)Nc2ccc(Cl)c(C(F)(F)F)c2)ccc1Br	0.6%	1.2%
COc1ccc(OC(C)C(=O)Nc2ccc(OC)cc2OC)cc1 (configuration not stated)	1.9%	3.6%
CN1CCN(/N=C/C(Br)=C\c2ccccc2)CC1	2.5%	-1.7%
Cc1ccc2[nH]c(=O)c(C(=O)/C=C\c3ccccc3)c(-c3ccccc3)c2c1	9.5%	4.6%
CC(C)C(=O)Nc1ccc(N2CCN(S(C)(=O)=O)CC2)cc1	-4.7%	2.6%
Cc1nnc(SC2CC(=O)N(c3ccccc3)C2=O)s1 (configuration not stated)	nt	-6.5%
Cc1ccc(Cl)cc1NC(=O)CSCC(=O)Nc1ccc2ccccc2c1	3.6%	-2.9%
COc1ccccc1/C=N/Nc1nnc(-c2ccccc2)c(-c2ccccc2)n1	-1.4%	-3.2%
COc1ccc(S(=O)(=O)N2CCCC2C(=O)O)cc1 (configuration not stated)	3.3%	-1.8%
SMILES	Rat MKP-3 inhibitors	Hsp70 displacement
Cc1ccc2[nH]c3c(=O)n(Cc4ccccn4)cnc3c2c1	nt	-3.6%
COCCNC(=O)C(C)Oc1ccc(Cl)cc1Cl (configuration not stated)	2.1%	-0.3%
O=C(COc1ncnc2ccc(Br)cc12)N1CCOCC1	-6.8%	4.0%
COc1ccccc1NC(=O)CSc1nc2ccccc2n1C(C)=O	-4.0%	4.8%
COc1ccc(CNC(C)C2COc3ccccc3O2)c(OC)c1 (configuration not stated)	-8.5%	-1.2%
COc1ccc(/C=N\NS(=O)(=O)c2ccc(C)cc2)cc1COc1ccccc1[N+](=O)[O-]	nt	9.4%
Cc1ccc(C)c(N2C(=O)CN=C2Nc2ccccc2Cl)c1	1.4%	1.3%
O=C(O)Cc1cc(I)c(Oc2ccc(O)c(I)c2)c(I)c1	1.1%	3.5%
COc1ccc(CSc2nnnn2C)cc1F	-5.1%&1.8%	-2.1%&-8.0%
CCOc1ccc(N(CC(=O)O)S(=O)(=O)c2ccc(F)cc2)cc1	-3.4%	3.3%
COc1ccc(C2=C/C(=C/c3ccc(OC)c(Br)c3)C(=O)O2)cc1	-1.2%	-2.8%
CCN(CC)c1cc2nc(C)n(Cc3ccccc3)c(=O)c2cc1NC(=O)C1CC1	nt	-1.3%
CN(C(=O)c1cccc(C#N)c1)c1nnc(-c2cnccn2)s1	-11.4%	-6.3%

Single values from the entries so far.
CN(C(=O)c1cccc(C#N)c1)c1nnc(-c2cnccn2)s1 in Hsp70 displacement: -6.3%
COc1ccc(C2=C/C(=C/c3ccc(OC)c(Br)c3)C(=O)O2)cc1 in Hsp70 displacement: -2.8%
COc1ccccc1NC(=O)CSc1nc2ccccc2n1C(C)=O in Hsp70 displacement: 4.8%
O=C(COc1ncnc2ccc(Br)cc12)N1CCOCC1 in Hsp70 displacement: 4.0%
COc1ccc(CSc2nnnn2C)cc1F in Hsp70 displacement: -2.1%&-8.0%
Cc1ccc(C)c(N2C(=O)CN=C2Nc2ccccc2Cl)c1 in Hsp70 displacement: 1.3%
O=C(O)Cc1cc(I)c(Oc2ccc(O)c(I)c2)c(I)c1 in Rat MKP-3 inhibitors: 1.1%

Quoted at random: 3 compounds from above, in no set order.
SMILES	Rat MKP-3 inhibitors	Hsp70 displacement
Cc1ccc(Cl)cc1NC(=O)CSCC(=O)Nc1ccc2ccccc2c1	3.6%	-2.9%
CCn1c(SCc2cc(=O)[nH]c3ccccc23)nc2c1c(=O)n(C)c(=O)n2C	-0.2%	-1.1%
COCc1nc(-c2ccc(-c3ccc(C)cc3)nc2OC)no1	-0.9%	110.9%

From PubChem BioAssay
